High-throughput results deposited in PubChem BioAssay by several laboratories.
bIAP inh: intestinal alkaline phosphatase (bovine) inhibition | purified bovine IAP, CDP-star luminescence, 30 min | AID 1019 | inhibition, % at 20 µM | 190,000 tested, under 10 active;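 active = over 50% inhibition of intestinal alkaline phosphatase at 20 µM in the single-dose screen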
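System: purified bovine intestinal alkaline phosphatase (IAP) enzyme; Input: IAP diluted 1/65,000,000 in the well; Measured by: CDP-star luminescence signal; Compound dosing: 20 µM single dose; Incubation: 30 min reaction at room temperature.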
PPARg SRC1 recr: agonists of human PPARgamma SRC-1 coactivator recruitment. PPARgamma-SRC-1 coactivator recruitment biochemical assay. activation, % at 8 µM. AID 631. P37231. actives 0.41% (n = 200,000); in the data active = activation above about 19%;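 also: 0% = DMSO and 100% = reference agonist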
Target sequence (P37231 whole entry, looked up): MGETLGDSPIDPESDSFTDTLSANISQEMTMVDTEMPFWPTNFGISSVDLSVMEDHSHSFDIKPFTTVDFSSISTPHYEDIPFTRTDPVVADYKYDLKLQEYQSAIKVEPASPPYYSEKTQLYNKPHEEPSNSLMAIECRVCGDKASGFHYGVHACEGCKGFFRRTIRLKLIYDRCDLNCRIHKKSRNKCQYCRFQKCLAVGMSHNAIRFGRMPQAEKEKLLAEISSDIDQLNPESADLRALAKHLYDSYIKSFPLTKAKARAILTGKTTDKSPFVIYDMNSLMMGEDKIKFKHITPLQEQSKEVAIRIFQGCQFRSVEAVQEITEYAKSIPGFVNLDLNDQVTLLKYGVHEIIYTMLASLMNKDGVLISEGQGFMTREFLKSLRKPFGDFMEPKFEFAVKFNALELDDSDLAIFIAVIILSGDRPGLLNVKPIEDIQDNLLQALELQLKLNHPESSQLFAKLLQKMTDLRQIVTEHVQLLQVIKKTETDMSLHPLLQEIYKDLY
SRC2 TRFRET art: TR-FRET artefact, counter-screen to PPARgamma/SRC-2 agonist assay | active compounds read high | TR-FRET ratio at 8 µM | actives 0.4% (n = 200,000); in the data active = TR-FRET ratio above about 2000; also: inactives centre near 1500; reference of the scale not given here
RAM inhibit: blocks the yeast RAM network; S. cerevisiae dse1pr::URA3 reporter, 5-FOA growth OD615, 2 d; analog-sensitive cbk1-as2 kinase mutant strain; inhibition, % at 50 µM; actives 1.8% (n = 190,000); AID 868;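 active = inhibition above a set limit, 3 SD over mean compound inhibition, cut at about 8.4% in these data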;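 also: 0% = DMSO-only wells with no growth and 100% = 10 µM 1-NA-PP1 full growth; inhibition rescues growth on 5-FOA so higher OD means more RAM inhibition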
PPARg SRC2 recr: promotes SRC-2 coactivator recruitment by human PPARgamma; PPARgamma LBD-SRC-2 recruitment, biochemical; actives 0.34% (n = 200,000); P37231; activation, % at 8 µM; in the data active = activation above about 22%;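 also: 0% = vehicle and 100% = reference agonist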
S1P3 antag: blocks the human S1P3 receptor; actives 0.27% (n = 170,000); Q99500; CHO S1P3 NFAT-BLA reporter, FRET fluorescence, antagonist mode; inhibition, % at 4.98 µM;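 active = inhibition above the plate cutoff, the mean inhibition of test wells on that plate plus 3 SD, cut at about 28% in these data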;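 also: cells challenged with S1P at its EC80 of 0.8 µM; blue over green emission ratio from cleaved BLA substrate after 4 h stimulation; 0% = S1P-stimulated wells and 100% = unstimulated DMSO-only wells; some compounds past the cut are filed as inactive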
PPARg SRC-3 ag: PPARgamma-driven SRC-3 recruitment agonism; P37231; biochemical PPARgamma/SRC-3 coactivator recruitment assay; activation, % at 8 µM; actives 0.26% (n = 200,000); AID 731; in the data active = activation above about 23%;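 also: 0% = DMSO and 100% = reference agonist; some compounds past the cut are filed as inactive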
Lmaj promast: Leishmania major promastigote growth inhibition. Leishmania major promastigotes, resazurin fluorescence viability. actives 9% (n = 200,000). inhibition, % at 10 µM; in the data active = inhibition above about 50%;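 also: promastigotes grown with compound for 44 hours at 28 °C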
ROMK mod: modulators of human ROMK potassium channel; actives 2% (n = 130,000); Tet-inducible ROMK, thallium flux fluorescence; actives lie on both sides; B-score at 10 µM;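 active = signal ratio slope over the read window, or its plate-corrected B-score, at least 3 SD from the plate mean, either direction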;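 also: B-score of the F/F0 ratio slope over 7 to 12 s after thallium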
Target sequence (P48048 whole entry, looked up): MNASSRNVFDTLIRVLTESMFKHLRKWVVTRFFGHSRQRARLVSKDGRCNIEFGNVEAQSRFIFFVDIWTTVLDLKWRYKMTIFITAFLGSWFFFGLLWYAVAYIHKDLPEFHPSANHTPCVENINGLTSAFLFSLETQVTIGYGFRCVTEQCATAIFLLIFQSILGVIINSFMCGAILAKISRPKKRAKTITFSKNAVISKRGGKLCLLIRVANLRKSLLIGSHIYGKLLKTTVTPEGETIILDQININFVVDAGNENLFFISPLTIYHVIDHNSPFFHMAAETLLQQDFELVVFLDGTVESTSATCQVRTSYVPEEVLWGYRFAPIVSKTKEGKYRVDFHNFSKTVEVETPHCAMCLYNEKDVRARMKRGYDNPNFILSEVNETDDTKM
Redox H2O2 prof: compounds producing H2O2 with reducing agent – biochemical, NIH compound library profiling, artefact control for MLSCN library redox annotation, primary screen; DTT-dependent redox cycling H2O2, phenol red/HRP absorbance; 100% = 100 µM peroxide control, 0% = buffer; activation, % at 10 µM; actives 0.03% (n = 200,000); AID 878;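 active = activation of at least 50% relative to the plate's high and low controls in the primary single-dose screen; inactive = activation below 50%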;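 also: compound incubated with DTT at 0.8 mM final as the reducing agent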
Efa HMGR inh: E. faecalis class II HMG-CoA reductase inhibition; AID 1066; actives 0.41% (n = 190,000); purified E. faecalis HMGR, NADPH absorbance 340 nm kinetic; inhibition, % at 10 µM;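 active = inhibition above a set limit, the median over all tested compounds plus 3 SD, cut at about 9.5% in these data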;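 also: enzyme runs in reverse so mevalonate oxidation gives rising NADPH absorbance; 0% = complete reaction with DMSO and 100% = background rate lacking mevalonate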
Numbers without * were called inactive; . = no result given.

SMILES	bIAP inh	PPARg SRC1 recr	SRC2 TRFRET art	RAM inhibit	PPARg SRC2 recr	S1P3 antag	PPARg SRC-3 ag	Lmaj promast	ROMK mod	Redox H2O2 prof	Efa HMGR inh
O=C(CCc1ccccc1)Nc1ncc2c(n1)CCCC2=O	4	5	1602	0.8	-3	-46	8	1	.	-0.2	-15
CCO/C=C1\C(=O)N(c2ccc(OCC)cc2)C(=O)c2ccccc21	-2	-9	1580	0.7	1	-5	-5	0	-0.039	-0.1	4
Cc1c(Cl)cccc1NC(=S)N1CCN(c2ncccn2)CC1	17	-3	1546	3.2	4	9	2	-7	0.57	0.4	-9
Fc1cccc(Oc2nc3ccccc3n3cccc23)c1	14	-4	1482	4.3	-1	.	3	-3	.	-2.3	-4
O=C1CCCc2sc3c(c2N1)CCCCC3	-2	0	1587	-0.1	5	7	9	-2	.	0.8	-2
CCCn1nc2cc(C(=O)NCCc3cccs3)ccc2c1OCC	5	-5	1575	-0.3	-1	.	2	2	.	-3.3	-3
Cc1ccc(S(=O)(=O)NC2c3cccc4cccc(c34)C2Sc2nncn2C)cc1 (centres undefined)	-2	-2	1396	4.7	-17	0	-3	21	0.045	0.2	-2
Cc1cc2nnc(SCC(=O)OC(C)C)n2c2ccccc12	-2	1	1392	-0.6	2	.	8	0	.	1.2	-3
Cc1ccc2nc(SCC(=O)NNC(=O)c3ccccc3)[nH]c2c1	5	5	1678	1.5	-9	3	0	-6	-0.02	0.4	-4
COC(=O)C1=NNC(C(=O)c2ccco2)C1c1ccccc1 (centres undefined)	4	5	1751	-0.9	2	-12	6	8	0.75	-0.4	-1
CCNc1c(NC(C)=O)c(=O)oc2ccccc12	15	4	1573	1.0	-1	13	0	32	.	-0.4	-2
Cc1cccc(CSc2nc3c(c(=O)[nH]2)CCC3)c1	-36	6	1831	2.6	11	2	3	-7	-0.65	-2.1	-7
Cn1c(=Nc2ccc(N3CCOCC3)cc2)ccc2ccccc21	5	-3	1413	-0.6	-5	-6	-6	12	.	1.1	1
Cc1nc(CS(=O)(=O)c2ccccc2)cc(Sc2ccccc2Cl)n1	4	-4	1506	3.3	8	.	-2	-3	.	1.5	-3
Cc1[nH]c2ccccc2c1/C=C/c1cc[n+](C)cc1	.	25*	1692	0.8	10	.	17	65*	.	-7.1	-6
CCCNS(=O)(=O)c1cc(Br)cc2c1N(C(=O)CC)CC2	27	2	1475	2.9	-1	.	-2	17	0.53	-1.8	0
O=S(=O)(c1cccc(-c2nnco2)c1)N1CCCC1	-3	-4	1343	2.7	-12	-14	-7	-2	.	1.3	5
CCCN1CNc2c(c(=O)[nH]c(=S)n2CCc2ccccc2)C1	1	6	1580	-2.0	-2	-18	0	5	.	-0.5	-3
COc1ccc(CCNCC(O)c2ccccc2)cc1 (centres undefined)	-3	2	1522	0.1	4	-6	0	-2	-1.5	-0.2	7
O=S(=O)(NNc1ccc(Cl)nn1)c1ccc(F)cc1	22	1	1509	2.0	-6	-8	-2	91*	.	0.3	-6
CCOC(=O)Cn1nc(-c2ccccc2)c2cnc3ccc(CC)cc3c21	-16	-3	1404	0.7	0	-6	-5	12	-0.0003	0.3	2
CCN(CC)c1ccc(NC(=O)Cn2c(C(C)NC(=O)c3ccc(C)cc3)nc3ccccc32)cc1 (centres undefined)	-11	10	1519	1.3	7	-12	1	-6	-0.12	-1.2	-3
O=C(c1ccco1)N1CCN(S(=O)(=O)c2ccc(C3CCCCC3)cc2)CC1	8	-6	1360	2.5	-2	-19	-12	-2	.	3.0	4
CCN1CCN(C(=O)/C=C\C(=O)O)CC1	13	8	1493	2.4	3	.	-6	-6	1.5	0.1	-13
OCCC1CN(Cc2ccc3ncccc3c2)CCN1Cc1ccccc1 (centres undefined)	1	10	1527	1.0	5	-15	1	32	-0.19	11	-6
Cc1nc2ccccc2c2oc(C(=O)N3CCC(N4CCCCC4)CC3)cc12	2	2	1600	2.1	-4	-9	2	0	.	-1.4	-3
COc1cc(S(=O)(=O)N2CCOCC2)ccc1NC(=O)CN1c2cccc3cccc(c23)S1(=O)=O	12	0	1549	1.6	2	2	0	10	-0.086	-0.3	-1
O=C(NCC1OCCc2ccccc21)c1ccco1 (centres undefined)	-1	5	1431	2.1	-4	3	-8	0	.	2.3	0
O=C(Nc1cccc(O)c1)C(=O)Nc1ccccn1	-8	0	1325	3.8	2	-6	4	-8	0.19	0.0	-4
O=C(O)CC(NC(=O)COc1ccccc1)c1cccc([N+](=O)[O-])c1 (centres undefined)	2	-2	1578	0.1	0	-2	-1	-5	0.51	-0.2	-5
NS(=O)(=O)c1ccc(CCNC(=O)c2cccc(OC(F)F)c2)cc1	-5	4	1524	-1.5	-1	-14	-2	6	-0.36	-0.5	-7
COC(=O)c1ccc(NC(=S)NC2CCCCC2)cc1	20	6	1549	-0.3	-7	.	13	87*	-0.95	-7.9	2
Cn1c(=O)c2c(ncn2CC(=O)N2CCc3ccccc3C2)n(C)c1=O	13	2	1511	1.9	1	2	18	-1	-0.04	-1.9	3
COc1ccc(OC)c(Nc2nc(-c3ccc(O)c(O)c3)cs2)c1	14	8	1584	2.8	3	.	2	21	.	0.8	-2
COc1cccc(CNC2CCCc3ccccc32)c1OC (centres undefined)	3	-2	1559	1.4	-7	-4	1	17	-1.1	-0.6	1
CC(=O)Nc1ccc(S(=O)(=O)N(Cc2ccccc2)C(C)C)cc1	8	-5	1646	2.9	4	.	-4	3	.	0.3	4
COCCCNC(=O)COc1cc(C)c(Cl)c(C)c1	27	2	1581	-0.6	2	-40	3	-4	.	1.5	-2
Cc1cc2cc3c(cc2nc1SCC(=O)OC(C)C)OCO3	11	-2	1720	2.9	9	.	-3	-5	0.56	-0.1	-3
Cc1ccc(S(=O)(=O)NNC(=O)c2snnc2C)cc1	7	1	1341	0.2	3	.	-2	-5	.	0.2	-1
CCOc1cc(C)c(C(C)C)cc1S(=O)(=O)N1CCN(C)CC1	4	2	1721	-0.2	4	-10	8	0	.	1.0	-13
COc1ccccc1CNC(=O)CN(c1ccc(C)cc1)S(=O)(=O)c1c(C)nn(C)c1C	-7	4	1506	0.2	5	-41	5	12	.	-2.6	-4
CCn1c(=O)n(CC(=O)Nc2cccc(OC)c2)c(=O)c2ccccc21	-6	0	1553	1.2	2	-8	-3	-8	-0.21	-1.6	-10
CCc1nnc(NC(=O)CSc2nc3c(c(=O)n2C)SC(C)C3)s1 (centres undefined)	9	3	1656	5.0	9	-16	10	-5	.	-0.4	1
COc1ccc(CC2S/C(=N/N=C/c3ccc(O)cc3)NC2=O)cc1 (centres undefined)	-20	-5	1366	5.1	-9	-22	-3	10	-1.4	-0.6	0
COc1ccc(N2CCN(CC(O)COc3ccccc3[N+](=O)[O-])CC2)cc1 (centres undefined)	7	1	1739	0.0	2	-8	6	92*	-1.9	-0.7	0
CN(C)c1ccc(/C=N/NC(=O)c2nonc2N)cc1[N+](=O)[O-]	12	-3	1638	1.0	7	6	3	-6	-0.15	-0.4	-9
CCCCn1c(C)cc(C)c(S(=O)(=O)c2ccccc2C)c1=O	23	5	1691	-0.3	3	.	4	97*	1.9	-0.1	0
O=C(NCCCNCCCNC(=O)c1ccccn1)c1ccccn1	-7	-6	1514	1.1	-7	0	-2	-5	-0.019	-0.2	-1
c1ccc(C[n+]2cccc3c4ccccc4ccc32)cc1	8	11	1503	2.0	9	.	8	97*	.	1.5	-5
COc1cc2c(cc1OC)CN(CC(=O)Nc1cccc(C)c1)CC2	7	-2	1525	2.3	-4	-6	-6	2	.	2.7	-1
O=C(CC(=O)c1cccc([N+](=O)[O-])c1)Nc1ccccc1Cl	-2	-9	1557	1.9	-6	-22	1	5	.	0.2	-3
CCOC(=O)CC(=O)CSc1nc2sc(C)cc2c(=O)n1Cc1ccco1	2	-2	1638	4.0	4	3	-2	5	-0.22	2.9	-11
Cc1nn(C)c(C(=O)N2CCN(C(=O)c3ccco3)CC2)c1Br	8	4	1591	1.3	6	1	1	-5	0.19	-0.6	-3
O=C(NNC(=O)C1CCCN(S(=O)(=O)c2ccc3ccccc3c2)C1)C1CC1 (centres undefined)	-9	10	1447	2.6	-1	7	0	-4	-0.71	0.4	0
O=C(/C=C/c1ccccc1)NC1CCCc2ccccc21 (centres undefined)	-2	8	1725	2.8	12	-1	2	6	0.054	-0.8	-5
COc1ccccc1OCCN1CSC(=S)N(C)C1	12	2	1706	-0.5	5	9	2	100*	1.1	0.3	-6
COc1ccccc1-c1nnc(SCC(=O)NC2CCS(=O)(=O)C2)n1N (centres undefined)	-5	6	1667	1.0	11	-23	5	-2	0.039	-0.7	-5
O=C(CCN1C(=O)C2CC=C(Cl)CC2C1=O)NC1CCCCC1 (centres undefined)	-5	1	1761	0.7	7	0	6	-3	.	-0.6	2
COc1ccc(C(C)=O)cc1CSc1nc2cc(Cl)ccc2o1	12	-1	1304	2.8	2	.	1	-4	0.023	0.1	-6
CC(C)(C)C(=O)NC(=S)Nc1ccccc1C(N)=O	-5	5	1418	1.2	8	-11	2	-9	0.76	0.0	0

An excerpt of these results, with two lines to a compound:
Values run as follows: bIAP inh | PPARg SRC1 recr | SRC2 TRFRET art | RAM inhibit | PPARg SRC2 recr | S1P3 antag | PPARg SRC-3 ag | Lmaj promast | ROMK mod | Redox H2O2 prof | Efa HMGR inh
- Cc1[nH]c2ccccc2c1/C=C/c1cc[n+](C)cc1
 : . | 25* | 1692 | 0.8 | 10 | . | 17 | 65* | . | -7.1 | -6
- CCCNS(=O)(=O)c1cc(Br)cc2c1N(C(=O)CC)CC2
 : 27 | 2 | 1475 | 2.9 | -1 | . | -2 | 17 | 0.53 | -1.8 | 0
- O=S(=O)(c1cccc(-c2nnco2)c1)N1CCCC1
 : -3 | -4 | 1343 | 2.7 | -12 | -14 | -7 | -2 | . | 1.3 | 5

PPARg SRC1 recr, hit marks shown above
compound | bIAP inh | PPARg SRC1 recr | RAM inhibit | PPARg SRC2 recr | S1P3 antag | PPARg SRC-3 ag | ROMK mod | Redox H2O2 prof | Efa HMGR inh
Cc1[nH]c2ccccc2c1/C=C/c1cc[n+](C)cc1 | . | 25* | 0.8 | 10 | . | 17 | . | -7.1 | -6

New compounds follow:
SMILES	bIAP inh	PPARg SRC1 recr	SRC2 TRFRET art	RAM inhibit	PPARg SRC2 recr	S1P3 antag	PPARg SRC-3 ag	Lmaj promast	ROMK mod	Redox H2O2 prof	Efa HMGR inh
O=C1NC(CCc2ccccc2)C(=O)N1Cc1ccc(Br)cc1 (centres undefined)	12	-1	1528	2.5	-6	-1	-9	-6	-1.2	-1.5	-5
Cc1ccc(C)c(CSc2nnc(-c3cccnc3)n2N)c1	1	-4	1514	2.0	-4	-30	-1	5	1.2	-5.1	-5
Nc1ccc(-c2cc(-c3ccc(N)cc3)nc(-c3ccccc3)n2)cc1	-2	-5	1534	7.1	-5	-16	-5	-3	0.32	1.1	-7
CC1CN(CCc2ccccc2)c2nc3c(c(=O)[nH]c(=O)n3C)n2C1 (centres undefined)	-2	2	1543	2.5	8	-6	0	19	.	-0.8	0
